# Bioassay records from PubChem.
# Wee1 degr inh = Wee1 degradation inhibitors, primary screen, cell-based, HeLa, Wee1K328M-luciferase, luminescence | Wee1-like protein kinase (Homo sapiens), P30291 | HeLa Luc-Wee1K328M stability; 100% = proteasome inhibitor MG132 effect | reporter increase, % at 5 µM | actives 1.2% (n = 220,000);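 active = activation above the mean of all tested compounds plus 3 SD, set per screening run, cut at about 8.8% in these data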;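 note: cells exposed to compound for 20 h before luminescence read; 0% = DMSO alone and 100% = MG132 at 30 µM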
# PERK inhibitor = block of dimerizer-induced PERK translation repression, primary screen, PERK inhibitor project, CHO PERK-DD cells, SEAP luminescence, HTS; AID 1416, 2008; actives 0.17% (n = 220,000); Eukaryotic translation initiation factor 2-alpha kinase 3 (Homo sapiens), Q9NZJ5; CHO PERK-DD fusion, SEAP luminescence translation reporter; inhibition, % at 5.6 µM;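 active = inhibition above the mean inhibition of all tested compounds plus 3 SD, set separately per screening campaign, cut at about 2.9% in these data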;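 note: PERK kinase domain activated by AP20187 dimerizer at 100 nM; 0% = DMSO with dimerizer and 100% = rapamycin at 8.4 µM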
# BaF3 tox = parental Ba/F3 cell viability inhibition, counter-screen for JAK2V617F inhibitor project, murine pro-B, CellTiter-Glo luminescence; inhibition, % at 5.6 µM; actives 1.1% (n = 220,000); CellTiter-Glo ATP luminescence; AID 1486, 2009;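 active = inhibition above a per-campaign cutoff, the mean inhibition of all tested compounds plus 3 SD, cut at about 27% in these data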;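 note: 0% = DMSO wells and 100% = JAK Inhibitor I control wells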
# S1P4 antag = S1P4 receptor antagonists, primary screen, cell-based | S1P4-expressing cells, antagonist mode, reporter read-out | actives 0.26% (n = 220,000) | inhibition, % at 4.98 µM | Sphingosine 1-phosphate receptor 4 (Homo sapiens), O95977; in the data active = inhibition above about 29%;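 note: 0% = wells stimulated with agonist and 100% = vehicle wells without agonist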
# Target sequence (O95977 whole entry, looked up): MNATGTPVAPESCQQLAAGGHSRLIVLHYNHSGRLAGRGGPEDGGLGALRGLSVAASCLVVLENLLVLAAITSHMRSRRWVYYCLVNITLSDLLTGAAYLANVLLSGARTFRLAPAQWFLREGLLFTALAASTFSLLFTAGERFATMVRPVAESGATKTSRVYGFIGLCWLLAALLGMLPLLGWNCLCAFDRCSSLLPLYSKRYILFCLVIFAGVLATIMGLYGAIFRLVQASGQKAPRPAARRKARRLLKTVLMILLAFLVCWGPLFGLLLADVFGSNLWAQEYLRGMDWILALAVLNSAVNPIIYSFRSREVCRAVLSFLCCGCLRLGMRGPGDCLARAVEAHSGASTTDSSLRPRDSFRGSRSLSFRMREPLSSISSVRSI
# eIF4E 4G PPI = eIF4E–eIF4G protein interaction inhibitors, primary screen, biochemical, uHTS, TR-FRET, eIF4GI fragment. Eukaryotic translation initiation factor 4E (Mus musculus) + Eukaryotic translation …. actives 0.37% (n = 220,000). inhibition, % at 21.7 µM. TR-FRET eIF4E-eIF4GI(517-606) binding, 2 h;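 active = inhibition above about 30%, limit read from the data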;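 note: 0% = full FRET control wells and 100% = background wells lacking eIF4GI fragment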
# Mdm2 ligase inh = MDM2-luciferase reporter signal enhancers, primary screen, MDM2 E3 ligase inhibitor project, cell-based, luminescence, 1536-well; E3 ubiquitin-protein ligase Mdm2 (Homo sapiens), Q00987; cell-based MDM2 ubiquitination luciferase reporter, 2 h; 0 = plate control, 100 = twice control, blank-subtracted; signal enhancement, % at 5 µM; actives 0.11% (n = 210,000);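 active = signal enhancement of 30% or more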;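 note: luminescence tracks abundance of the self-degrading MDM2-luciferase fusion protein; higher signal means inhibition of MDM2 E3 ligase activity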
# Target sequence (Q00987 whole entry, looked up, the tested form may be a part): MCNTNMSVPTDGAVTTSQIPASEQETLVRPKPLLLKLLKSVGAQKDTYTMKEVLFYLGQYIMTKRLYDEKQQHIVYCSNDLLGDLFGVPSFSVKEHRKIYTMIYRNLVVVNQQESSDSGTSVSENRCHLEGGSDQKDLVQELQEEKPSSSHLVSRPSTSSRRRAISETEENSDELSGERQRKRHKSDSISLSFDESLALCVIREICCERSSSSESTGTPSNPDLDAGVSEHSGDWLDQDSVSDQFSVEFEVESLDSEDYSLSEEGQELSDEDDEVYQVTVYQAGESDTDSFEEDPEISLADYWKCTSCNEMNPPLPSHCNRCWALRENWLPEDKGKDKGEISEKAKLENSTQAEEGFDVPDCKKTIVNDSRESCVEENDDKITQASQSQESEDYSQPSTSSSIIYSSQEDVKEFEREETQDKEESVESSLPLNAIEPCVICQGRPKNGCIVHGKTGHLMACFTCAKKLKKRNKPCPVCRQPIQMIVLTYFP
#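 Timing – 2 h compound exposure at 37 °C · Assay system – mammalian cells stably expressing self-ubiquitinating, self-degrading MDM2 E3–luciferase fusion · Amount – 2000 cells seeded into each well · Measure – % luminescence enhancement versus blank-corrected plate control mean · Measured by – SteadyLite luminescence, 15 min reagent step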
# NPY2 pot ag = NPY-Y2 potentiators or agonists, primary screen, cell-based | Neuropeptide Y receptor type 2 (Homo sapiens), P49146 | cells expressing NPY-Y2, potentiator/agonist read-out | activation, % at 3.6 µM | actives 0.45% (n = 220,000) | AID 1359, 2008; in the data active = activation above about 27%;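 note: cells stimulated with NPY near EC25 plus isoproterenol at EC100; 0% = vehicle plus submaximal agonist and 100% = vehicle plus saturating agonist; some results beyond the cut were filed as inactive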
# Ba/F3 V617F tox = reduced viability of JAK2V617F-dependent Ba/F3 cells, primary screen, JAK2V617F inhibitor project, cell-based, Ba/F3 EpoR-JAK2V617F, luminescence; ATP luminescence; inhibition, % at 5.6 µM; actives 1.1% (n = 220,000); AID 1446, 2008;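 active = inhibition above the campaign mean plus 3 SD over all tested compounds, cut at about 24% in these data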;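 note: cytokine-independent growth of Ba/F3 cells driven by EpoR plus mutant JAK2; 0% = DMSO-treated cells and 100% = JAK inhibitor I control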
# S1P4 agonist = S1P4 receptor agonists, primary screen, cell-based. Sphingosine 1-phosphate receptor 4 (Homo sapiens), O95977. S1P4-expressing cell line, agonist reporter assay. activation, % at 4.98 µM. actives 0.35% (n = 220,000); in the data active = activation above about 11%;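 note: 0% = DMSO vehicle and 100% = reference agonist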
# The depositor's hits bear a star; x = not tested or not shown; [ ] = dose if it differs, or a comment.
no.	Molecule	Wee1 degr inh	PERK inhibitor	BaF3 tox	S1P4 antag	eIF4E 4G PPI
1	O=C(CCC(=O)N1CCN(S(=O)(=O)c2ccc3ccccc3c2)CC1)Nc1cc(Cl)cc(Cl)c1	-2	-0.6	0	-8	2
2	CSc1nc(-c2ccc(C)cc2)[nH]c1S(=O)(=O)c1ccccc1	1	0.7	7	-21	-7[fluorescence artefact?]
3	COc1ccc2c(c1)C(c1ccc(C)o1)=NNC(c1cccnc1)=N2	3	-0.2	5	-7	-5
4	COc1ccc(C)cc1S(=O)(=O)N1CCC(C)CC1	-1	0.6	2	-17	-10
5	NC(=O)c1cc2cc([N+](=O)[O-])ccc2oc1=O	-2	1.6	10	-14	2
6	COc1ccc2c(c1)-c1ccccc1S(=O)(=O)N2C	3	0.0	-2	-19	0
7	CCOc1ccc(NC(C)C(=O)N/N=C/c2cccs2)cc1 (centres undefined)	2	-0.8	6	-2	7
8	O=C(NCc1ccccn1)[C@H]1C[C@@H]1[C@H](NP(=O)(c1ccccc1)c1ccccc1)c1ccccc1	3	-0.7	2	15	-2[fluorescence artefact?]
9	O=C(CSc1nnc(NC(=O)C2CC2)s1)Nc1ccc2c(c1)OCCO2	-3	0.4	4	5	0
10	CSc1nc2nc(C)c(C/C=C/c3ccccc3)c(=O)n2[nH]1	0	1.6	6	-2	2

no.	Mdm2 ligase inh	NPY2 pot ag	Ba/F3 V617F tox	S1P4 agonist
1	-11	16	-1	0.1
2	-12	12	-2	1.2
3	-5	1	-4	1.6
4	-10	4	-2	-0.8
5	4	-2	1	-0.1
6	0	-7	-1	2.1
7	7	7	4	1.5
8	x	4	-1	0.2
9	1	-14	-2	0.7
10	-8	-19	1	-1.4

# (continued)
no.	Molecule	Wee1 degr inh	PERK inhibitor	BaF3 tox	S1P4 antag	eIF4E 4G PPI
11	CN1C(=S)SC(N(O)C(=O)Nc2cccc3ccccc23)C1(C)C (centres undefined)	3	1.2	6	-11	9
12	O=C(NCCCN1CCCC1=O)c1ccc2c(=O)n(-c3ccc(F)cc3)c(=S)[nH]c2c1	-4	-0.1	0	-25	-1
13	COc1nc(-c2ccccc2)c2c(c1C#N)CC(C)(C)OC2	0	-0.6	1	-11	-4
14	O=C(Cc1ncc(C(F)(F)F)cc1Cl)NCCc1ccccn1	-2	0.5	4	6	2
15	Cc1ccc(-c2nn3c(C)nnc3c3ccccc23)cc1S(=O)(=O)NCCN1CCOCC1	1	0.9	9	-4	6
16	CC(C)CC(=O)O/N=C1\C(=O)N(Cc2ccc(Cl)cc2)c2ccc([N+](=O)[O-])cc21	0	-0.7	1	-4	8
17	COc1ccc2cc(/C=C3\SC(=S)NC3=O)c(N3CCOCC3)nc2c1	-2	0.3	5	-15	3
18	O=C(C1CCC(=O)N1Cc1ccccc1Cl)N1CCN(c2cccc(Cl)c2)CC1 (centres undefined)	-3	-1.4	0	-15	x
19	O=C(Oc1cccccc1=O)c1ccccc1	0	1.0	5	4	3
20	CC(=O)c1ccc(Oc2ncnc3sccc23)c(CN2CCOCC2)c1	-2	0.1	8	-10	6[fluorescence artefact?]

no.	Mdm2 ligase inh	NPY2 pot ag	Ba/F3 V617F tox	S1P4 agonist
11	-7	4	0	1.1
12	-6	1	-5	-0.4
13	-3	0	-4	3.5
14	2	4	2	13*
15	6	-4	2	-2.8
16	-9	31	6	1.0
17	-11	19	2	0.8
18	-15	-1	1	1.2
19	7	-9	-6	-3.1
20	8	8	1	0.2

# (listing goes on)
no.	Molecule	Wee1 degr inh	PERK inhibitor	BaF3 tox	S1P4 antag	eIF4E 4G PPI
21	Cc1ccc(N(CC(=O)NCc2ccco2)S(=O)(=O)c2ccccc2)cc1	-2	-1.0	2	8	4
22	CCCC/C(C)=N/NC(=O)C(=O)NCCc1ccccc1	0	1.0	0	-7	3[fluorescence artefact?]
23	CCC(=O)Nc1ccc(-n2nnnc2SCC(=O)NNC(=O)c2ccco2)cc1	2	1.3	-5	4	-4
24	CCN(CC(=O)Nc1ccc(N2CCOCC2)cc1)C(=O)c1ccc(C(F)(F)F)cc1	1	0.2	7	0	2
25	Cc1cccc(C(=O)NC(CC(=O)O)c2ccc(OC3CCCC3)cc2)c1[N+](=O)[O-] (centres undefined)	1	1.7	5	8	-2
26	Cc1ccsc1/C=C1\SC(N2CC(C)OC(C)C2)=NC1=O (centres undefined)	5	-0.5	4	-13	-3
27	Cc1cc(N2CCN(c3ccccc3F)CC2)nc2cc(O)ccc12	-3	-1.1	6	-2	5
28	COc1ccc(F)cc1C(=O)C1CCCN(C(=O)CCc2ccccn2)C1 (centres undefined)	1	0.0	8	-7	-2
29	C/C(=N/NC(=O)CNC(=O)Cc1ccccc1)c1ccco1	0	-1.3	8	-16	-1
30	C=CCSC(=S)NC1CCS(=O)(=O)C1 (centres undefined)	-3	1.7	6	-5	7[fluorescence artefact?]

no.	Mdm2 ligase inh	NPY2 pot ag	Ba/F3 V617F tox	S1P4 agonist
21	-17	-4	1	1.5
22	-16	-8	0	-1.5
23	x	1	-2	-0.6
24	-11	13	2	-1.5
25	-2	-7	0	-0.3
26	x	4	-5	0.2
27	12	-20	-1	0.8
28	-7	-6	0	-0.2
29	2	3	1	1.4
30	7	6	-2	-0.2

# Next section.
no.	Molecule	Wee1 degr inh	PERK inhibitor	BaF3 tox	S1P4 antag	eIF4E 4G PPI
31	Cc1cccc(Cn2c(=O)c3c(nc4n3CCN4Cc3ccco3)n(C)c2=O)c1	-1	-0.7	3	-25	5
32	CC(C)(C)NC(=O)c1cccc(NC(=O)c2ccco2)c1	1	-0.6	5	-8	-2
33	Cc1cccc(NC(=S)NCC2CCCO2)c1 (centres undefined)	-2	1.9	2	-14	-3
34	O=C(NCC1CCCO1)C1CCC(=O)N1CCc1ccccc1 (centres undefined)	2	0.9	-1	-27	-2
35	COc1ccc(NC(=O)/C(C#N)=C/c2c(C)nn(-c3ccc(F)cc3)c2Cl)cc1OC	-1	0.2	-1	-13	-3
36	O=C(CSc1n[nH]c(-c2ccc(S(=O)(=O)N3CCCCC3)cc2)n1)Nc1nccs1	-2	1.1	0	2	-18
37	CCOc1ccc(OCCCN(C)C)cc1	2	0.3	5	5	2[fluorescence artefact?]
38	Oc1ccc(/C=N/NC(=S)Nc2cccnc2)cc1O	2	0.6	-2	-1	-1
39	CCN(CCNC(=O)C1CCN(S(=O)(=O)c2cccc3nsnc23)CC1)c1ccccc1	-2	-1.4	8	-20	9
40	CC(C)(C)Cc1cc(N)on1	1	0.5	6	-16	16

no.	Mdm2 ligase inh	NPY2 pot ag	Ba/F3 V617F tox	S1P4 agonist
31	-7	0	-1	0.4
32	0	-10	5	2.1
33	-24	6	-2	1.0
34	-3	-6	-2	0.8
35	12	13	-4	1.4
36	-1	12	0	1.0
37	-20	-7	-2	-4.7
38	-15	-10	-3	-0.3
39	9	-15	4	2.2
40	8	17	0	-1.5

# Next entries.
no.	Molecule	Wee1 degr inh	PERK inhibitor	BaF3 tox	S1P4 antag	eIF4E 4G PPI
41	CN1CCS/C1=C/C=C1\SC(=S)N(CC(=O)O)C1=O	8	0.0	2	-20	4
42	Cn1cnnc1SCC(=O)Nc1ccc(OC(F)F)cc1	-2	1.4	3	1	-2
43	COc1ccc(CCn2c(SCCN3CCCCC3)nc3ccccc3c2=O)cc1OC	-4	-0.7	17	1	1
44	CCN(c1ccccc1)S(=O)(=O)c1ccc(Cl)c(C(=O)NCCc2ccc(OC)cc2)c1	0	-1.2	9	0	0
45	COc1ccc2c(c1)C(=O)N(c1ccccc1OC)C(=O)C2(C)C	1	0.4	8	-17	1
46	Cc1cc(NC(=O)NC2CCCN2S(=O)(=O)c2ccc(Cl)cc2)no1 (centres undefined)	-2	-0.3	-2	3	-2[fluorescence artefact?]
47	Brc1ccc(-n2cccc2/C=N/n2cnnc2)cc1	2	-0.4	3	-10	-5
48	CCCCn1c(NC(=O)c2ccccc2Cl)c(C#N)c2nc3ccccc3nc21	0	-0.5	12	29	9
49	CN1CCC(C(=O)N2CCCC(C(=O)c3ccc4c5c(cccc35)CC4)C2)CC1 (centres undefined)	1	-0.5	4	-15	0
50	Nn1c(Cc2cccc3ccccc23)nnc1SCc1c(Cl)cccc1Cl	2	-0.6	6	-10	2[fluorescence artefact?]

no.	Mdm2 ligase inh	NPY2 pot ag	Ba/F3 V617F tox	S1P4 agonist
41	1	12	-2	1.3
42	-7	-10	0	0.2
43	-24	-27	8	0.2
44	-13	-11	5	2.5
45	-13	0	-3	-0.7
46	-18	17	-2	-3.3
47	-16	-1	1	-1.9
48	-12	-9	15	1.7
49	-10	-18	5	-0.8
50	x	-23	-2	-1.1

# The results go on.
no.	Molecule	Wee1 degr inh	PERK inhibitor	BaF3 tox	S1P4 antag	eIF4E 4G PPI
51	COc1ccc(CNC(=O)COC(=O)[C@H](Cc2c[nH]c3ccccc23)NC(=O)c2cccs2)cc1	2	0.8	2	-72	-3
52	C=CCN1C(=O)C(CC(=O)O)SC1=Nc1ccc(C)cc1 (centres undefined)	0	1.8	5	-11	-1
53	COc1cccc(C(O)c2cnc(C(C)C)n2C)c1OC (centres undefined)	0	0.3	8	-23	-2
54	CSc1nc(-c2ccc(Cl)cc2)nn1C(=O)c1ccco1	0	0.6	1	-12	4
55	CCCSc1nsc(SCCC)c1C(N)=O	-1	1.7	4	-13	-1
56	O=C(Nc1cccc(Cl)c1)c1ccc(F)c(S(=O)(=O)NCc2cccs2)c1	4	-0.3	5	7	5

no.	Mdm2 ligase inh	NPY2 pot ag	Ba/F3 V617F tox	S1P4 agonist
51	-14	13	1	-0.6
52	-2	3	-2	1.5
53	-10	-7	2	0.7
54	-10	-36	-2	1.8
55	-5	-7	-2	-1.7
56	-9	17	2	-1.4
